SSB-PriA inh – blocks PriA binding to SSB C-terminal tail. AlphaScreen SSBct-PriA binding, biotinylated peptide. inhibition, % at 33 µM. 430,000 compounds, 0.6% hits. AID 1272365; in the data active = inhibition mostly above about 37%, no sharp cut-off; inactive = mostly below about 20%;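 also: plate controls were negative control peptide for no effect and reference peptide for full effect; strong numbers were not always called active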
TcdB inh – blocks C. difficile toxin B glycohydrolase activity | TcdB glycohydrolase enzymatic assay, plate reader | inhibition, % at 9.99 µM | 350,000 compounds, 0.24% hits | AID 652162; in the data active = inhibition above about 10%
BH1578 lux ind – quorum light induction in luxS cqsA deficient V. cholerae | V. cholerae BH1578 lux reporter, luminescence, 6 h | activation, % at 18.7 µM | 350,000 compounds, 0.16% hits; in the data active = activation mostly above about 9.7%, no sharp cut-off; also: not every result past the cut was called active; inactives centre near 0; reference of the scale not given here
VHR inh abs – blocks human VHR1 dual specificity phosphatase; AID 1654; P51452; recombinant VHR phosphatase, pNPP absorbance; 290,000 compounds, 0.52% hits; inhibition, % at 13.3 µM; in the data active = inhibition above about 50%; also: some compounds called inactive have numbers as strong as hits
Rv3671c protease – inhibitors of M. tuberculosis serine protease Rv3671c; 320,000 compounds, 0.048% hits; P9WHR9; inhibition, % at 5.96 µM; in the data active = inhibition above about 38%;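 also: extracellular domain of Rv3671c used as enzyme; 0% = enzyme with DMSO and 100% = no enzyme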
Y pestis TopoI – blocks Yersinia pestis topoisomerase I activity; Y. pestis Topo-I cleavage product accumulation, plate reader; activity, % at 10 µM; 360,000 compounds, 0.064% hits; in the data active = activity above about 50%, passing the limit was not always enough; also: inactives centre near 2
PrPC TRFRET – inhibitors of human cell surface prion protein PrPC; TR-FRET read-out; inhibition, % at 13.8 µM; 370,000 compounds, 0.43% hits; AID 720596; in the data active = inhibition above about 24%; also: 0% = median of the test wells and 100% = reference compound wells
MazF activator – increases E. coli MazEF RNase cleavage of RNA. P0AE70. FAM/BHQ RNA-DNA oligo cleavage fluorescence, 5 h. activation, % at 20 µM. 350,000 compounds, 0.32% hits. AID 504720; in the data active = activation above about 50%
CCHF vOTU inh – blocks the CCHF virus ovarian tumor domain protease. CCHFV vOTU protease, Pep-AMC fluorescence. inhibition, % at 11.5 µM. 370,000 compounds, 0.55% hits. AID 651958; in the data active = inhibition above about 30%; also: 0% = vehicle wells with enzyme and 100% = no enzyme wells
SARS 3CLpro inh – SARS-CoV 3CLpro protease inhibition; 290,000 compounds, 0.14% hits; recombinant SARS-CoV 3CLpro, quenched FRET peptide cleavage; AID 1706; inhibition, % at 6 µM; in the data active = inhibition above about 12%
Starred values were filed as active, the others as inactive; i = inactive; x = not tested or not shown; & = joins results of further samples.

no.	compound	SSB-PriA inh	TcdB inh	BH1578 lux ind	VHR inh abs	Rv3671c protease	Y pestis TopoI	PrPC TRFRET	MazF activator	CCHF vOTU inh	SARS 3CLpro inh
1	COc1cccc(OCC(=O)N(C)Cc2nc(-c3ccccc3)no2)c1	-17	2.2	i	22	-1	-3	0	6	0	5
2	CCOc1ccc(CCNC(=O)COC(=O)/C=C/c2ccc(OC(F)F)c(OC)c2)cc1OCC	8	0.7	i	x	-2	28	-2	3	13	x
3	COCCn1c(SCC(=O)NCc2ccccc2)nc2ccccc21	0	-0.4	i	32	10	-1	-6	1	-11	2
4	COn1c(SC2CCCCC2)nc2ccccc2c1=O	-18	-0.1	-0.7	27	5	13	-1	-5	-16	-4
5	CC1=NOC(=O)/C1=C\c1ccc(-c2ccc(Cl)c(C(=O)O)c2)o1	-6	-0.7	-1.5	4	x	0	-10	-79	1	-3
6	Cn1c(Cc2ccccc2)nnc1SCc1cc(=O)n2ccsc2n1	-2	0.0	i	23	-6	1	-2	2	3	4
7	O=C(CSc1ccccc1)N1CCN(S(=O)(=O)c2cccs2)CC1	6	1.6	i	14	5	1	2	4	17	-1
8	CC(C)(CO)CNC(=O)CCc1nnc(C2(c3ccc(Cl)cc3)CCC2)o1	-2	-1.7	i	12	12	-3	5	2	0	0
9	COc1cc2c(cc1NC(=O)C(C)NCc1ccccc1)oc1ccccc12 (stereo unspecified)	-8	x	-0.4	-8	-33	26	2	-9	-2	4
10	Cc1ccc(OCc2cc(C(=O)NCC3COCCO3)no2)cc1C (stereo unspecified)	-2	1.5	0.7	2	1	5	-5	1	7	5
11	Cc1nc2cc(NC(=O)N3c4ccccc4CC3C)ccc2o1 (stereo unspecified)	1	-26	-0.1	-10	-11	9	-2	8	6	5
12	Cc1cc(=O)[nH]c(SCC(=O)NCC2CCCCC2)c1C#N	-16	-0.2	0.9	22	4	-7	13	3	-13	3
13	CCn1cc(S(=O)(=O)N2CCN(c3ccc(Cl)cc3)CC2)cn1	-22	1.7	0.3	10	-1	9	0	2	-1	1
14	Cc1ccc(S(=O)(=O)N2CCN(C(=O)C3=COCCO3)CC2)cc1C	-2	x	3.6	-5	-1	11	6	7	18	-1
15	CCCN1CCN(C(=O)Nc2ccc(C(=O)OCC)cc2)CC1	-8	x	i	10	0	-2	4	5	-8	1
16	COc1ccccc1OCCNC(=O)c1cccc(S(=O)(=O)NCc2ccccc2)c1	0	-0.2	i	x	-2	28	10	-11	8	x
17	Cc1nnc(NC(=O)CSc2ccc3nnc(-c4cccnc4)n3n2)s1	-6	x	x	-17	3	x	x	x	x	1
18	CS(=O)(=O)Cc1cc(Sc2ccccc2)nc(-c2ccncc2)n1	1	0.8	-0.2	30	-6	18	4	-8	-4	-5
19	O=C(O)c1ccc2c(c1)C(=O)N(Cc1ccccc1)C2=O	-8	x	-0.4	-13	-11	-6	-7	-4	-6	-4
20	Cc1[nH]nc2c1C1(CCC(c3ccccc3)CC1)C(C#N)=C(N)O2 (stereo unspecified)	9	x	-5.0	3	-7	5	1	3	-8	1
21	Cc1ccc(S(=O)(=O)c2n[nH]n3c2nc(=O)c2ccccc23)cc1	-17	x	-7.1	13	-1	-1	7	-1	-2	-2
22	O=[N+]([O-])c1cc(S(=O)(=O)NCCN2CCOCC2)ccc1Sc1nnnn1-c1ccccc1	-2	-0.6	0.0	3	-3	19	-1	6	-2	0
23	COCCNC(=O)c1cccc2c(-c3ccnn3C)coc12	x	1.4	-0.3	x	x	-2	2	x	5	x
24	C=CCNC(=O)c1ccccc1NC(=O)c1ccccc1	4	x	i	22	0	-4	0	6	13	-2
25	CSc1n[nH]c(NC(C)=O)n1	-9	x	i	6	-18	1	-2	7	10	2

Carrying on.
no.	compound	SSB-PriA inh	TcdB inh	BH1578 lux ind	VHR inh abs	Rv3671c protease	Y pestis TopoI	PrPC TRFRET	MazF activator	CCHF vOTU inh	SARS 3CLpro inh
26	C[C@@]12N[C@@H](Cc3ccccc31)c1ccccc12	5	1.5&-0.1	-1.0&-0.1	x	4	0&3	3&-5	5&0	-5&-6	x
27	CC1(C)C(=O)Nc2ccccc2N1C(=O)Cn1ncc(Cl)c(Cl)c1=O	9	1.3	-0.7	25	5	-3	-5	-4	-4	-2
28	CCOC(=O)C1=CN(Cc2ccccc2)CCC1=O	-11	-2.7	1.1	x	x	-1	4	3	28	x
29	Cc1ccc(S(=O)(=O)N(C)c2cc(S(N)(=O)=O)c(C)cc2C)cc1	-14	1.1	i	24	-6	-1	-4	2	10	3
30	O=C1NC(Cc2ccc(O)cc2)c2nc3cc(F)ccc3c(=O)n2-c2ncccc21 (stereo unspecified)	x	1.3	-0.4	x	x	1	-4	5	1	x
31	COc1ccc(C(=O)NCc2cc(C(C)C)no2)cc1OC1CCN(C(C)C)CC1	-7	-1.9	-4.6	13	8	3	-11	5	9	3
32	CCOC(=O)C1=C(C)N=c2sc(=Cc3cc(Cl)c(OCC(=O)O)c(OC)c3)c(=O)n2C1c1ccccc1Cl (stereo unspecified)	x	0.3	-0.2	x	x	29	-3	x	-1	x
33	CC1CCc2cc(F)cc3c(=O)c(C(=O)O)cn1c23 (stereo unspecified)	6	1.6	i	-18	5	-2	3	9	32*	-4
34	C(=N\N(c1ccccc1)c1ccccc1)/c1ccc(N2CCOCC2)s1	x	1.4	-0.2	-4	3	-11	3	-1	6	3
35	Cc1cc(S(=O)(=O)NC(C)C)ccc1OCC(=O)NCc1ccccc1	-16	0.3	-0.5	7	1	-3	0	-5	7	-4
36	O=C(O)Cn1c2ccccc2c2n[nH]c(=S)nc21	-2	4.7	1.4	-4	8	-2	-2	7	11	5
37	CC(=O)c1ccc(NC(=S)NCc2cccnc2)cc1	-9	1.3	0.7	21	0	5	6	7	0	1
38	COc1ccc(C(=S)N2CCNCC2)cc1	-14	1.3	1.4	33	5	-1	-7	1	11	-7
39	Cc1cccc2cc(CN(CC3CCCO3)C(=O)c3cccs3)c(=O)[nH]c12 (stereo unspecified)	-4	1.3	-0.2	2	-3	4	1	9	8	-4
40	O=C(O)CSc1nnc(-c2ccccc2Br)n1-c1cccc(C(F)(F)F)c1	6	3.3	-0.4	26	-2	4	-4	-2	3	-1
41	CC(=NNC(=O)c1ccncc1)c1ccccc1O	2	-3.7	i	x	x	0	-1	1	-4	x
42	CCC(C)NS(=O)(=O)c1ccc(N)cc1 (stereo unspecified)	-9	0.3	i	22	7	-9	6	-3	-1	-4
43	C[C@]1(O)CC(=O)C=C[C@H]1Nc1ccccc1	-14	0.1	-0.2	x	x	-4	-3	5	3	x
44	Cc1ccc(NC(=O)CCNS(=O)(=O)c2ccc3c(c2)CCC(=O)N3)cc1F	-10	1.1	i	41	4	48	-3	-12	-2	-2
45	Cn1cc(S(=O)(=O)N2CCc3ccccc32)cc1C(=O)NC1CCCCC1	-8	0.3	-0.2	17	0	5	4	3	-5	-4
46	O=C(CSc1nnc(-c2cccs2)o1)c1cccs1	-10	1.4	i	4	-1	0	-10	3	-6	-5
47	Cc1noc(C)c1C(=O)OCC(=O)/C=C1/N(C)c2ccccc2C1(C)C	-12	-0.9	i	x	x	16	5	-6	8	x
48	COc1cc(OC)c(OC)cc1CNc1cc(C)ccc1OC	16	-3.9	-0.5	12	2	-13	6	5	-8	2
49	COc1cc(CC(=O)OCc2ccccc2F)cc(OC)c1OC	-44	0.8	i	20	2	8	-6	4	1	0
50	C[C@H](CO)N1C[C@H](C)[C@H](CN(C)C(=O)c2ccccn2)Oc2ncc(Br)cc2C1=O	x	0.9&-7.8	i	x	x	-1	-6	4	-5	x

Further compounds.
no.	compound	SSB-PriA inh	TcdB inh	BH1578 lux ind	VHR inh abs	Rv3671c protease	Y pestis TopoI	PrPC TRFRET	MazF activator	CCHF vOTU inh	SARS 3CLpro inh
51	CC1(C)CC(C(N)=S)CCO1 (stereo unspecified)	-7	1.6	-0.2	9	5	5	-8	16	0	1
52	Cc1cc(NC(=O)c2ccccc2)ncc1NC(=O)c1cccs1	0	0.1	i	1	6	-7	0	5	-12	2
53	COc1ccc(OC)c(NC(=O)CSc2nc(N3CCOCC3)nc(N3CCOCC3)n2)c1	-2	1.2	1.4	-5	-1	18	-4	3	-5	0
54	COc1ccccc1C1CC(=O)NC(SCC(=O)Nc2ccccc2)=C1C#N (stereo unspecified)	-10	1.0	-0.2	29	3	-1	-2	8	4	-1
55	O=C1CN=C(c2ccccc2)c2cc(Br)ccc2N1Cc1cc(=O)n2ccccc2n1	-8	x	-0.3	4	14	29	-8	-4	-21	2
56	Cc1c(C(=O)NCCC#N)sc(=O)n1Cc1ccc(C(=O)N(C)C)cc1	x	1.1	0.4	x	x	-4	-7	x	-1	x
57	COc1ccccc1NC(=O)C(C)OC(=O)CSCC(=O)Nc1ccc(C)cc1C (stereo unspecified)	-2	0.9	i	x	0	10	-3	8	2	x
58	Cc1cc(C(F)(F)F)nc(CCNC(=O)C2CCC(=O)N(Cc3cccc(F)c3)C2)n1 (stereo unspecified)	-15	0.3	-0.1	8	-7	8	3	-2	-7	-5
59	CCCCN(C(=O)CC1CCCC1)c1c(N)n(CCC)c(=O)[nH]c1=O	-10	-1.6	-2.1	x	-12	0	5	-2	4	x
60	Cc1noc(C)c1S(=O)(=O)NC(=O)C1(C)CCN1C(=O)c1ccc(C2CCCCC2)cc1 (stereo unspecified)	x	-0.1	i	x	x	6	-7	x	-4	x
61	CCCCCC(=O)NN=C1CCN(Cc2ccccc2)CC1	-2	-0.8	0.2	-11	-2	0	3	-1	-12	-2
62	CC[C@@H](NC(=O)Cn1cc(C)c(=O)[nH]c1=O)c1ccccc1	-20	1.7	-0.7	x	x	-2	4	10	10	x
63	Cc1occc1C(=O)NC(C)C1CCCO1 (stereo unspecified)	-13	x	0.8	6	2	6	-1	11	-5	4
64	COc1ccc(N2CCN(C(=O)c3ccc4[nH]c(C)c(C)c4c3)CC2)cc1	40	1.9	-0.5	-2	7	7	-9	5	13	7

Single records, from the list above.
Cc1c(C(=O)NCCC#N)sc(=O)n1Cc1ccc(C(=O)N(C)C)cc1 reads SSB-PriA inh = x; TcdB inh = 1.1; BH1578 lux ind = 0.4; VHR inh abs = x; Rv3671c protease = x; Y pestis TopoI = -4; PrPC TRFRET = -7; MazF activator = x; CCHF vOTU inh = -1; SARS 3CLpro inh = x
Cc1cc(NC(=O)c2ccccc2)ncc1NC(=O)c1cccs1 reads SSB-PriA inh = 0; TcdB inh = 0.1; BH1578 lux ind = i; VHR inh abs = 1; Rv3671c protease = 6; Y pestis TopoI = -7; PrPC TRFRET = 0; MazF activator = 5; CCHF vOTU inh = -12; SARS 3CLpro inh = 2

Some of the compounds tested. The share of hits here may be higher or lower than overall.
